Compound activity: PubChem BioAssay, National Center for Advancing Translational Sciences (NCATS)
ALOX12 inh: Primary qHTS assay for inhibitors of human arachidonate 12S-lipoxygenase (ALOX12): Round 2 | Polyunsaturated fatty acid lipoxygenase ALOX12 (Homo sapiens), P18054 | purified 12hLO, xylenol orange hydroperoxide absorbance | Potency, µM (titrated, usually from 108 µM), for inactives: top-dose activity change, negative = inhibition, actives largely listed as inhibitors | 580,000 tested, 1.1% active; active means well fitted inhibition curve with a large enough effect; inconclusive means small, poorly fitted or top-dose-only effect, or another doubt; inactive means no such curve, though single readings can be large or run the other way
Target sequence (P18054 whole entry, looked up): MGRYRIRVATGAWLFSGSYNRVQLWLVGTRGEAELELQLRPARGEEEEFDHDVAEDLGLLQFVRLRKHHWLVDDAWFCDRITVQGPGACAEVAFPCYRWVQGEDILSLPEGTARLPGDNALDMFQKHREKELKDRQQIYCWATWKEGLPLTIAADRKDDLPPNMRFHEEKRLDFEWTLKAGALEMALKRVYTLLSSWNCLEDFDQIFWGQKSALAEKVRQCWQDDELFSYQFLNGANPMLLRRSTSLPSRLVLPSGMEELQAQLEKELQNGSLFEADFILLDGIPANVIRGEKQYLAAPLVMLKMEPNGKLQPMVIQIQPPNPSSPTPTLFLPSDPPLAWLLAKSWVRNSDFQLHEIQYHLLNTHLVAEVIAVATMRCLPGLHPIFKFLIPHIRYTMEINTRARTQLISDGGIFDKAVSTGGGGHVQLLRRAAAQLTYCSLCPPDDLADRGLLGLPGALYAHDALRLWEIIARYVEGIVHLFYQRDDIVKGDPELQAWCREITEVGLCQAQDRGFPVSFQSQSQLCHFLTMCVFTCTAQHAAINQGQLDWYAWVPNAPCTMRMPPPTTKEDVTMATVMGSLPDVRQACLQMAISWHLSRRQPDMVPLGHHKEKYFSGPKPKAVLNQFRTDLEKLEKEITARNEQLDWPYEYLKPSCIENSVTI
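Hydroperoxide product was detected by ferrous iron/xylenol orange as the 573 to 405 nm absorbance ratio. Arachidonic acid at 40 uM (final) was turned over for 30 min at room temperature by 150 nM human 12hLO, pH 7.0 Hepes buffer, after 15 min compound preincubation.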
The depositor's hits bear a star; ? = inconclusive; [ ] = another dose, or the depositor's remark. On the % scale 0 is the no-effect control and ±100 the full control effect; potency means the concentration at half of the fitted maximal effect. Not all compounds are listed; rates above refer to the full screens.

SMILES	ALOX12 inh
Cc1cc(NC(=O)N(Cc2ccco2)C2CCCC2)no1	6.1%
Cc1ccccc1C1C2=C(CC(C)(C)CC2=O)OC2=C1C(=O)CC(C)(C)C2	-3.0%
COc1ccc(-c2cc(N3CCC(NC(=O)c4ccc(F)c(Cl)c4)C3)n[nH]2)cc1 (stereo not given)	1.8%
COc1ccccc1-c1cc(NC(=O)C(C)OCC2CC2)n[nH]1 (stereo not given)	0.8%
N#C/C(=C\c1ccc(OCc2ccccc2)cc1)c1ccccc1	5.4%
CC(C)CCc1noc(CN2CCCN(C(=O)c3ccco3)CC2)n1	3.6%
Cc1nc(N(C)Cc2cccc(-c3nn[nH]n3)c2)c2cnn(C)c2n1	-2.4%
CCn1ncc(CN2CCCCCCNC(=O)[C@@H]3CCC[C@@H]32)c1C	211.0%[activator]
CC1(c2ccccc2)N(Cc2cccnc2)C(=O)OC12CCN(C(=O)c1ccccc1)CC2 (stereo not given)	6.4%[176 µM]
O=C(Cc1c[nH]c2ccccc12)N1CC2CC(C1)[C@H]1CCCC(=O)N1C2 (stereo not given in full)	5.4%
O=C(COc1ccccc1)N1CCCN(C(=O)C2CC2)c2ccccc21	33.9%[activator]
COc1cc(Cl)c(NC(=O)C2CCN(c3nccnc3Oc3ccc(C)cc3)CC2)c(OC)c1	?
O=C(COc1ccccc1)N1CCOC[C@H](Oc2ccccc2)C1	43.2%[activator][176 µM]
Cc1nnsc1C(=O)N[C@H]1CCN(C(=O)CSCC(=O)O)[C@H](C(=O)N[C@H](Cc2ccccc2)C(N)=O)C1	57.5%
CCn1nc(C(=O)NCC(C)(C)N2CCCCC2)c2ccccc2c1=O	-24.4%
Cc1ccc(NC(=O)c2sc(-n3nc(C)c(Cl)c3C)nc2C)c(C)c1	6.6%
Cn1cc2c3c(cccc31)CN(C(=O)c1ccccc1Cl)CC2	1.6%
Cc1cccc(NC(=O)c2ccc3[nH]c(C)c(C)c3c2)c1	?
COc1cccc(CNC(=O)C2CCCN(c3cnn(Cc4ccccc4)c(=O)c3)C2)c1 (stereo not given)	24.1%
COCC1CN(Cc2cc(F)cc(Br)c2)CC12CCNCC2 (stereo not given)	18.7%
CC(C)COc1ccc(/C=C(/C#N)c2nc3ccccc3[nH]2)cc1	46.7%[activator]
CCOC(=O)C1C(=O)C=C(c2ccc(C)cc2)CC1c1ccc(CC)cc1 (stereo not given)	-78.6%
O=C(CCc1nc(CSc2nc3ccccc3o2)no1)Nc1ccc2ccccc2c1	1.8%
Cc1cnc(-n2ncc(C(=O)N(CCO)C(C)C)c2-c2cccs2)nc1-c1ccc(F)cc1	2.0%
CN(CC1CCOCC1)S(=O)(=O)c1ccccc1Br	40.8%[activator]
SMILES	ALOX12 inh
Cc1cccc(NC(=O)c2cccn3c(-c4ccc(F)cc4)nnc23)c1C	?
COCCN1C[C@H]2CN(C(=O)c3ccccc3OC)CCN2C1=O	4.6%[176 µM]
CCCCCCNC(=O)c1cc(N)nc(Cl)c1	?
O=C(Nc1nnc(C2CC2)s1)C1CC(=O)N(c2n[nH]c3cccc(F)c23)C1 (stereo not given)	19.0%
CC1(C)CC(=O)C2=C(C1)OC(N)=C(C#N)C2c1ccc(O)cc1 (stereo not given)	-21.8%
Cc1ccc(C(=O)Nc2cc(-c3nc4ccccc4s3)ccc2C)c(C)c1	-19.9%
Cc1nnc(N/N=C/c2c(O)n(-c3cccc(C(F)(F)F)c3)c(=O)c3ccccc23)[nH]c1=O	?
COc1ccc(-c2nc(NC(C)c3ccccc3)c3ccccc3n2)cc1 (stereo not given)	-34.1%
Cc1nn2c(c1-c1ccccc1Oc1ccccc1)N(Cc1ccccc1O)CCC2	?
COc1ccc(NC(=O)c2cc3cccc(OC)c3oc2=O)c(OC)c1	?
CCCCN(C)C(=O)Cn1c(=O)c(S(=O)(=O)c2ccccc2)cc2ccccc21	?
O=C(NCc1ccccc1OC(F)(F)F)c1ccccc1C(F)(F)F	?
Cc1cc(=O)n(CC(=O)Nc2cccc(C)c2C)c(N2CCc3ccccc3C2)n1	48.2%[activator]
C=CCNC(=O)N1CCCC1C(=O)Nc1cccc(-n2cccn2)c1 (stereo not given)	42.1%[activator]
Cc1cc(C(=O)COC(=O)Cc2n[nH]c(=O)c3ccccc23)c(C)n1C1CC1	10.5%
O=C(NCc1ccncc1)c1cn(C2CNC2)nn1	?
CCn1c(CNC(=O)c2ccccc2F)nnc1SCc1nc2ccccc2c(=O)[nH]1	-8.1%
O=C1CC(c2ccccc2)N(C(=O)CNC(=O)NCc2ccc(F)cc2)CCCCCN1 (stereo not given)	-11.9%
CSc1ccc(/C=C/C(=O)c2cc(C)sc2C)cc1	-2.3%
CCSC1=N/C(=C\c2cc(C(C)(C)C)c(O)c(C(C)(C)C)c2)C(=O)S1	59.9%[activator]
COc1cccc(-c2n[nH]c3c2CC(=O)N(Cc2ccccc2)C3)c1OC	14.3%[176 µM]
O=C(OCc1ccccc1)N1CCOCC12CCN(Cc1ccccc1F)CC2	46.9%[activator][176 µM]
CCn1cc(S(=O)(=O)N2CCC(c3noc(-c4ccccn4)n3)C2)cn1 (stereo not given)	36.1%[activator]
COc1ccc(-c2cc(C[C@H]3CNCC[C@H]3CC(=O)N3CCCCC3)no2)cc1	10.7%[176 µM]
COc1ccc(C(=O)c2sc(Nc3c(C)cccc3C)nc2N)cc1OC	0.7%
SMILES	ALOX12 inh
CN(CC1CCOCC1)S(=O)(=O)c1cccc(Cl)c1	-3.5%
O=C(CCc1ncc(-c2ccc(Cl)cc2)o1)N1CCCC(O)C1 (stereo not given)	-18.4%
C[C@@H]1CN(C(=O)OC(C)(C)C)CCN1c1ccc(N2CCN(Cc3ccccc3)[C@@H](C)C2)c(C#N)c1	-2.3%
COC(=O)c1cc(Oc2nc3ccccc3o2)cc(C(=O)OC)c1	25.1%
Cc1ccc(C(=O)N2CC[C@@H]3CN(S(C)(=O)=O)[C@@H]3C2)c(=O)[nH]1	14.7%
Cc1nnc(-c2cc(-c3cccc(O)c3)ccn2)n1-c1ccccc1	54.6%[activator][176 µM]
COC(=O)[C@H]1CN(S(C)(=O)=O)CCN1S(C)(=O)=O	21.3%[176 µM]
Cn1c(Cn2ccnc2)nnc1C1CC(NC(=O)c2ccc(CO)o2)C1 (stereo not given)	9.2%
CNC(=O)N1CCC(C2CCN(C(=O)CC3CCCCC3)C2)CC1 (stereo not given)	32.4%[activator]
CC1CCCC(NC(=O)c2ccc3ccccc3c2)C1C (stereo not given)	0.6%
CS(=O)(=O)N1CCC2(CCCN(Cc3ccccc3)C2)CC1	-0.4%[57.4 µM]
CCn1cnnc1CCNC(=O)c1cc(-c2ccc(C)cc2)nc2ccccc12	36.8%[activator]
C[C@@H](NS(C)(=O)=O)c1onc(-c2ccccc2)c1C(=O)O	?
Cc1cc2nc(/C(C#N)=C/c3cccs3)[nH]c2cc1C	?
O=C(Cc1ccsc1)Nc1ccccc1Br	-3.4%
CC(=O)CCc1c(C)nc2c(Cl)cccc2c1Cl	-25.3%
CC(C)=CC(=O)NC(C)c1cc(C)sc1C (stereo not given)	-2.3%
COc1cccc(Cn2c(=O)cnc3cnc(OC)nc32)c1	0.0%
COc1ccc(-c2cnc([C@@H]3COCCN3Cc3ccc(NC(C)=O)cc3)[nH]2)cc1	?
CC(C)(C)c1ccc(S(=O)(=O)NCC2CCN(C(=O)C(=O)c3cc4ccccc4o3)CC2)cc1	-14.7%
O=C1CC2(CCN(S(=O)(=O)c3cccs3)CC2)Oc2ccccc21	65.2%[activator]
N#Cc1ccc(C(=O)Nc2ccc([C@H]3OCC(=O)N(C4CCOCC4)[C@@H]3CO)cc2)cc1	17.8%
O=C(NCc1ccncc1)C1CN(S(=O)(=O)c2cccnc2)CC12CCCCC2 (stereo not given)	65.2%[activator]
O=C(NCCNC(=O)C1CC1)c1cc2ccccc2[nH]1	10.6%
Cn1nc(C2CCCN(C(=O)Nc3ccc4c(c3)OCCO4)C2)n(C2CCCC2)c1=O (stereo not given)	4.2%
SMILES	ALOX12 inh
Cc1cc(C)n(-c2cccc(CN(C)C(=O)c3cn(Cc4ccc(Cl)cc4)nn3)c2)n1	1.8%
CN1CCN(c2ncc3ncc(=O)n(C4CC4)c3n2)CC1	?
Cc1ccc(C(=O)N[C@H]2CO[C@H]3[C@@H]2OC[C@@H]3n2cc(CN(C)Cc3ccccc3)nn2)cc1	6.2%
COC[C@@H]1CN(C(=O)c2ccc(OC)nc2OC)C[C@H]1c1ccncc1	59.2%[activator]
CCCCOc1ccc(C(=O)Nc2cccc3ccc(C)nc23)cc1	-3.3%
CC(C)C[C@H]1COc2cccc(NCCO)c2S(=O)(=O)N1	-10.9%
Cc1cc(C(=O)Nc2ccc([C@H]3OCC(=O)N[C@@H]3CO)cc2)nn1C	24.6%[176 µM]
Cc1cc(=O)n(CC(=O)Nc2ccc(Br)cc2)c(N(C)Cc2ccccc2)n1	?
Cc1c(C(=O)Nc2ccccc2NS(=O)(=O)c2cccs2)cccc1[N+](=O)[O-]	-4.0%
CCC(C(=O)NCc1ccccc1OC)N1C(=O)CCn2nc(C)cc21 (stereo not given)	1.0%
CC(C)C[C@H]1COc2cc(Br)ccc2S(=O)(=O)N1Cc1cn(CCC2OCCCO2)nn1	-15.2%
Cc1ccc(-c2nnn(CCC(=O)Nc3sc4c(c3C#N)CCCC4)n2)cc1	-6.1%
CCOc1ccc(Nc2nc(N)c(C(=O)c3ccc(OC)c(OC)c3)s2)cc1	-10.2%
CC(C)(C)CC(C)(C)c1ccc(O)c(Sc2cc(C(C)(C)CC(C)(C)C)ccc2O)c1	?
COc1ccc(CN2CCNc3cc(Nc4ccccc4)ncc3C2)cn1	75.7%[activator][176 µM]
O=C(NC1CC1)[C@@H]1C[C@H](Oc2cccnc2)CN1C(=O)COc1ccccc1	21.4%
NC(=O)CN1CCC(C(=O)NCc2cc(-c3ccc(Cl)cc3)on2)CC1	46.7%[activator]
COc1ccc(-c2csc(-c3c(C)c(C)nn(C)c3=O)n2)cc1OC	-11.0%
Cc1oc(-c2ccccc2)nc1C(=O)NCCCN1CCCC1=O	-42.0%
COC[C@H]1NC(=O)CC[C@H]1C(=O)NCCCN1CCc2ccccc2C1	118.6%[activator]
COC(=O)NCCC(c1ccccc1)c1ccccc1	?
Cc1ccc(NC(=O)c2nn(C)c3c2CCc2sccc2-3)cc1F	-5.9%
CC(C)(Oc1nn(CC2CCOCC2)c2ccccc12)C(=O)NC1CCC(O)CC1 (stereo not given)	19.4%[176 µM]
COc1ccc(-c2cc(=O)c3c(ccc4ccccc43)o2)cc1	-23.9%
Cc1nc(CCNC(=O)C2CCC2)no1	-3.4%
SMILES	ALOX12 inh
CC(C)(C)NC(=O)C(c1ccccc1)n1c(=O)c(-c2ccccc2)nc2ccccc21 (stereo not given)	-5.4%
O=C(CCc1nc2ccccc2s1)NC1CCCCCC1	54.7%[activator]
CN1C(=O)C2(CCN(C(=O)CCC3CCCCC3)CC2)c2ccccc21	-1.4%
COc1cccc(CNC(=O)C2CCN(c3nc4ccccc4o3)CC2)c1	51.2%[activator]
O=C(NNC(=S)Nc1ccc(F)cc1)c1ccccc1	23.3%
COc1ncccc1Nc1ncc(-c2ccccc2)c2c1OCC2	4.3%[176 µM]
CCCn1c(=O)[nH]c(=O)c2c1nc(CN1CCc3ccccc3C1)n2CCOC	?
CCOc1ccc(CNC2CCCCC2C)cc1 (stereo not given)	?
O=C(CCc1ccccc1)NCCc1c[nH]c2ccccc12	7.7%
CNC(=O)c1nn(CN2CCN(C(c3ccccc3)c3ccccc3)CC2)c(=O)c2ccccc12	-2.0%
O=c1cc(N2CCOCC2)oc2c(-c3ccncc3)nccc12	10.2%[176 µM]
O=C1CN(C(=O)CCC(=O)N2CCCC(Cc3nncn3-c3ccccc3)C2)c2ccccc2N1 (stereo not given)	0.3%
O=C(N[C@H]1CCN2C(=O)c3cc(-c4ccsc4)ccc3NC(=O)[C@H]12)C1CCCC1	17.3%[176 µM]
O=C(O)CCn1ncc2cc(OCc3ccc(-c4cncnc4)cc3)ccc21	?
CN1c2cc(C(=O)Nc3cc(F)cc(F)c3)ccc2C(=O)N2CCCCC21 (stereo not given)	0.5%
COC[C@@H]1CN(C(=O)Cc2c(F)cccc2Cl)C[C@H]1C(N)=O	18.7%
COc1cc(-c2noc(-c3cc(C4CC4)[nH]n3)n2)cc(OC)c1OC	-2.9%
COc1ccccc1N1CCN(C(=O)C(C)Sc2nc(Cl)nc3nc[nH]c23)CC1 (stereo not given)	-3.1%
COc1cccc(NC(=O)COc2c(C)[nH]ccc2=O)c1	56.1%
CCN1C(=O)Cc2ccccc2C1C(=O)NCc1ccc(OC)cc1 (stereo not given)	22.9%
Cc1ccccc1C(=O)N1CCc2c(cnc(C)c2CNC(=O)c2ccc3c(c2)OCO3)C1	-3.3%
